Screening results (PubChem)
PDI turbidity – inhibitors of human protein disulfide isomerase. actives 0.052% (n = 350,000). PDI insulin aggregation turbidity, A650, 90 min. AID 588391. P07237. inhibition, % at 10 µM;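 active means mean inhibition across replicates of 30% or more, whatever share of single replicates reach that level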;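 further: absorbance from insulin aggregation driven by PDI reduction with DTT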
Target sequence (P07237 whole entry, looked up): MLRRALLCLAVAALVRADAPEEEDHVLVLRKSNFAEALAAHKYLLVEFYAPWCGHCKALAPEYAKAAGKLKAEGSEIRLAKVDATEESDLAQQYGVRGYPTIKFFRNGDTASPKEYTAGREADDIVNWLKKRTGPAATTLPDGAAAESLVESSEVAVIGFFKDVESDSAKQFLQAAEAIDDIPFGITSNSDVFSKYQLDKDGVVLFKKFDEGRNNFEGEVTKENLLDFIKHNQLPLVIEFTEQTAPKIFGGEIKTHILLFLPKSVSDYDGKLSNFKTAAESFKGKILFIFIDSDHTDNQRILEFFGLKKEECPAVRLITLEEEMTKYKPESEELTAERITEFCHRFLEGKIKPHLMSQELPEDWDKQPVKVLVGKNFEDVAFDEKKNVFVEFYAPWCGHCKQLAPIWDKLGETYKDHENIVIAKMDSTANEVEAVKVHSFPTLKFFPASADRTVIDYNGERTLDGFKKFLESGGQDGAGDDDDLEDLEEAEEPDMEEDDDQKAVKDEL
NR2E3 ag-1 – agonists of human NR2E3 nuclear receptor. Q9Y5X4. CHO-S Gal4-NCOR/VP16-NR2E3 two-hybrid, luciferase. inhibition of corepressor binding, % at 3.98 µM. actives 0.35% (n = 360,000). AID 602229;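 active means inhibition above the mean of all tested compounds plus 3 SD, cut at about 70% in these data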;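 further: 0% = DMSO with NR2E3 transfected cells and 100% = cells lacking NR2E3 construct; higher means lower luciferase signal from less NR2E3 corepressor binding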
Target sequence (Q9Y5X4 whole entry, looked up, the tested form may be a part): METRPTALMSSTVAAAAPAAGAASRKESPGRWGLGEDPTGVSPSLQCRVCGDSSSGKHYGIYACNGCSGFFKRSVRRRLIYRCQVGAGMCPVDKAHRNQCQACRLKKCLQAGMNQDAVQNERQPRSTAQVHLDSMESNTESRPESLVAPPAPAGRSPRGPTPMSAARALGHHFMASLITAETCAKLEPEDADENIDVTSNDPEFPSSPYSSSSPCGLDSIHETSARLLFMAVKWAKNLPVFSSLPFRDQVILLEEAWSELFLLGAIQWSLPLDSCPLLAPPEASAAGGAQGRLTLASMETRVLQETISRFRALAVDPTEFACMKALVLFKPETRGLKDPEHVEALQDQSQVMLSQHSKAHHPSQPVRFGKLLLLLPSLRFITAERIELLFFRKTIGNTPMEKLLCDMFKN
HIF-2a inh – blocks HIF-2a reporter activity | 786-0 RCC cells HIF-2a reporter, luciferase luminescence, overnight | AID 624352 | actives 0.72% (n = 360,000) | inhibition, % at 18.8 µM;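 active means inhibition of the luminescence signal of 40% or more relative to plate controls, in a single-dose primary screen at 18.75 µM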
CaV13 ICDI inh – Primary screen for inhibitors of IQ motif and Ca2+-dependent inactivation inhibitor domain binding in CACNA1D, Förster resonance energy transfer in living cells, …. HEK cells, CFP/YFP FRET ICDI-IQ, plate reader, 10 min; percent FRET-ratio fall versus neutral wells. inhibition, % at 12.3 µM. actives 0.098% (n = 340,000). AID 743397;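 active means mean replicate inhibition of at least 30% and at least 1% of replicates passing that level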;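 further: 0% = median of the neutral control wells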
Peg3 prom inh – inhibitors of Peg3 promoter | actives 1.7% (n = 360,000) | HeLa PEG-Prom luciferase reporter, luminescence, overnight | inhibition, % at 20 µM;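 active means inhibition of at least 50% at 20 µM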
iPSC survival up – hiPSC single-cell survival enhancement | ATPlite luminescence; 100% = ROCK inhibitor wells, 0% = DMSO | survival enhancement, % at 20 µM | actives 0.044% (n = 360,000); in the data active means survival enhancement above about 18%;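 further: cells exposed to compounds for 16 hours before the ATP read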
Vif inh – HIV Vif inhibition. HEK293T cells, Vif self-association by quenched fluorescence, imaging, 24 h. inhibition, % at 7.49 µM. actives 0.35% (n = 340,000). AID 602346; in the data active means inhibition above about 50%, passing the limit was not always enough; further: some results filed as inactive read as strong as hits
Exocytosis inh – blocks lytic granule exocytosis. TALL-104 LAMP-1 surface exposure, flow cytometry; cells stimulated with thapsigargin and PMA. inhibition, % at 10 µM. actives 0.66% (n = 360,000). AID 651702;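 active means inhibition above about 55%, limit read from the data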
aDG glyco act – increases alpha dystroglycan glycosylation | Pro5-aDG cells, alpha-DG glycosylation AlphaScreen (IIH6); 0% Pro5, 100% B10-LARGE cell signal | activation, % at 10 µM | actives 0.22% (n = 360,000);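 active means activation of at least 8% versus controls, or a plate z-score of at least 8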;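 further: Pro5 are CHO cells carrying HIG-tagged alpha-DG that lacks glycosylation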
NR2E3 ag-2 – agonists of human nuclear receptor NR2E3; Q9Y5X4; GST-NR2E3/biotin-RetCOR TR-FRET, 1536-well; inhibition of corepressor binding, % at 4.78 µM; actives 0.12% (n = 320,000); AID 2300;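 active means percent inhibition above the cutoff of mean plus 3 SD of all tested compounds, set per screening campaign, cut at about 20% in these data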;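 further: 0% = DMSO wells and 100% = biotin wells as full block of FRET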
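System: GST-tagged NR2E3 plus biotinylated RetCOR corepressor; Amount: 1.35 nM GST-tagged NR2E3 final; Dosing: single nominal compound dose of 4.8 µM; Schedule: 5 h incubation at 4 °C; Technique: TR-FRET with europium anti-GST and streptavidin-D2, 340 nm excitation; Controls: biotin wells as high control, 0.6% DMSO wells as low control.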
MITF TRPM1 inh – MITF TRPM1 promoter inhibition in SK-MEL-5 cells. SK-MEL-5 TRPM1 promoter luciferase, 24 h. inhibition, % at 12.5 µM. actives 0.83% (n = 330,000);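 active means mean inhibition across replicates of 60% or more, whatever share of single replicates reaches that level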; further: values of inactives mirror those of a sister screen read the other way
* hit, by the source's call; . = not tested or not shown.

1. Fc1cccc(Cl)c1-c1nnc2ccc(N3CCOCC3)nn12
2. O=C(NCC1CC1)C1CCCN(S(=O)(=O)c2ccc(-n3cnnn3)cc2)C1 (stereo unspecified)
3. CCOC(=O)C1=C(CSc2nnnn2C)N(C)C(=O)NC1c1ccccc1 (stereo unspecified)
4. Cc1ccc(-c2nc3ncccc3o2)cc1NC(=O)C(C)C
5. COc1ccccc1CNS(=O)(=O)c1ccc2c(c1)CCCN2C(C)=O
6. CC(C)Oc1ccc(C2c3c(oc4ccccc4c3=O)C(=O)N2CCCN2CCOCC2)cc1 (stereo unspecified)
7. O=C(O)/C(=C\c1cccc(C(F)(F)F)c1)c1ccc(S(=O)(=O)N2CCCC2)s1
8. CCOc1ccc(C2CC(c3cccc(Cl)c3)n3nc(N)nc3N2)cc1 (stereo unspecified)
Assay by compound	1	2	3	4	5	6	7	8
PDI turbidity	0	16	11	-1	-8	2	9	.
NR2E3 ag-1	-11	8	1	-14	7	-57	-16	-7
HIF-2a inh	21	0	18	-2	8	-86	10	-18
CaV13 ICDI inh	.	-5	-5	6	-15	-9	-3	-12
Peg3 prom inh	18	11	8	1	15	-51	3	-14
iPSC survival up	-1.8	-0.5	-2.2	-0.2	-0.2	2.9	-0.3	-0.1
Vif inh	-2	0	-4	-6	-5	1	20	-4
Exocytosis inh	0	-1	-1	1	-4	-1	24	-2
aDG glyco act	0.0	-0.2	0.5	0.0	0.1	-0.2	-0.2	0.2
NR2E3 ag-2	2	3	0	1	3	-5	0	-1
MITF TRPM1 inh	20	10	19	9	3	-21	-3	.

Screen by screen, as entered above.
PDI turbidity, nos. 1 to 6 → 0, 16, 11, -1, -8, 2
MITF TRPM1 inh, nos. 1 to 6 → 20, 10, 19, 9, 3, -21

Next results follow.
9. CCCOc1ccccc1OCC(=O)Nc1cccc(S(=O)(=O)NC2=NCCC2)c1
10. COc1ccccc1C(=O)CSc1n[nH]c(N)n1
11. CCN(CC)c1ccc(C2N(C(=O)N3CCOCC3)CCN2S(=O)(=O)c2ccc(C)cc2)cc1 (stereo unspecified)
12. COc1cccc(N(CC(=O)N2CCCC2)S(C)(=O)=O)c1
13. O=S(=O)(/N=C(/NC(=S)Nc1ccccc1)c1ccccc1)c1ccc(Cl)cc1
14. COc1ccc(NC(=O)CC2C(=O)N(c3cccc(OC)c3)C(=O)N2C(C)C)cc1 (stereo unspecified)
15. O=C1NN(c2ccccc2)C(=O)C2C3C=CC(C4CC34)C12 (stereo unspecified)
16. O=C(CSc1nnnn1-c1cccc2ccccc12)NC(C(=O)O)(c1ccccc1)c1ccccc1
Assay by compound	9	10	11	12	13	14	15	16
PDI turbidity	1	0	3	-1	-16	.	6	18
NR2E3 ag-1	1	-27	-5	-1	-135	-19	-15	-2
HIF-2a inh	1	0	-11	16	-236	2	13	6
CaV13 ICDI inh	-7	-6	-5	-20	-2	-3	-8	2
Peg3 prom inh	17	5	1	6	-239	8	10	-13
iPSC survival up	0.4	-0.5	0.6	-0.1	2.2	5.0	1.4	-0.3
Vif inh	-1	5	4	-6	8	-4	1	-2
Exocytosis inh	-3	-2	0	0	-12	-6	2	0
aDG glyco act	0.4	0.0	0.0	0.1	-0.1	0.0	-0.2	-0.2
NR2E3 ag-2	.	2	2	-1	0	1	1	7
MITF TRPM1 inh	-4	12	-5	-14	-113	-8	2	0

17. C/C=C/c1ccc(O)c(OC)c1
18. Cc1ccc(Nc2nnc(SC(C)C(=O)NC3CC3)s2)cc1 (stereo unspecified)
19. O=C(CCn1nc(-c2ccc(Cl)cc2)ccc1=O)N1CCN(c2ccccc2)CC1
20. CSc1ccccc1OCc1cc(C(=O)N(C)Cc2cc(C)[nH]n2)no1
21. CSc1ccc(Cl)c(C(=O)OCC(=O)Nc2ccccc2OC(F)F)c1
22. CCOC(=O)C(=O)/C(C#N)=C/Nc1ccccc1
23. Cc1cc(Cl)c(S(=O)(=O)N/N=C/c2ccc3c(c2)OCO3)c(Cl)c1
24. O=C(NCc1cccnc1)c1ccc(Cl)c(Cl)c1
Assay by compound	17	18	19	20	21	22	23	24
PDI turbidity	.	9	-3	7	5	13	7	-2
NR2E3 ag-1	-4	4	4	-71	-1	-11	27	-17
HIF-2a inh	11	-14	19	-102	13	-3	-111	-4
CaV13 ICDI inh	.	-5	-16	.	-4	-6	1	-7
Peg3 prom inh	3	-7	10	-73	-3	18	-97	8
iPSC survival up	1.4	-0.6	1.1	-0.1	-2.0	-0.4	0.1	-2.6
Vif inh	-12	-8	-3	-4	2	14	4	-7
Exocytosis inh	1	-4	7	-2	-1	-5	6	2
aDG glyco act	-0.1	-0.1	0.3	-0.4	-0.2	-0.1	-0.1	0.1
NR2E3 ag-2	-1	3	-1	5	2	3	-1	-2
MITF TRPM1 inh	7	-3	1	-19	4	2	-20	10

25. CCN1CCN(CCNC(=O)c2ccc(/C=C3\Sc4ccccc4N(Cc4ccccc4F)C3=O)cc2)CC1
26. O=C(Nc1ccc(NC(=O)c2ccco2)cc1)c1ccco1
27. C=CCN1C(=O)/C(=C/c2ccc(O)cc2)S/C1=N/c1nccs1
28. CCOC(=O)Cn1c(=O)oc2cc(S(=O)(=O)Nc3ccc(N(CC)CC)cc3C)ccc21
29. COC(=O)c1ccc(/C=N/N2CCN(Cc3ccccc3Cl)CC2)cc1
30. CC1(C)C=Cc2c(ccc3c2OC[C@H](c2ccc(O)cc2O)C3)O1
31. CCCn1nnnc1NCc1cc(Br)ccc1OC
32. N#C/C(=C/c1ccc(Cl)cc1)NC(=O)c1ccccc1
Assay by compound	25	26	27	28	29	30	31	32
PDI turbidity	0	0	7	.	-9	1	-4	-4
NR2E3 ag-1	48	-40	-22	-15	-6	-63	-11	-18
HIF-2a inh	-3	-201	-54	29	1	-205	7	-42
CaV13 ICDI inh	-8	.	-6	-5	0	-5	-5	0
Peg3 prom inh	109*	-154	-17	0	14	-269	5	-30
iPSC survival up	0.6	0.3	0.6	-1.1	0.3	3.0	1.2	4.0
Vif inh	-2	-3	-2	1	-4	8	-9	-2
Exocytosis inh	72*	-1	-6	-3	0	-4	-4	-1
aDG glyco act	0.2	-0.3	-0.5	0.0	0.1	0.2	0.4	0.2
NR2E3 ag-2	1	0	-3	3	-1	3	3	1
MITF TRPM1 inh	5	-52	8	4	-11	-46	-14	-38

33. C[C@H](NC(=O)[C@@H]1CSC2c3ccccc3C(=O)N21)C(=O)NC1CCCCC1 (stereo partly specified)
34. COC(=O)c1ccccc1N(C)S(=O)(=O)c1cc2c3c(c1)CCC(=O)N3CCC2
35. O=C(NN1C(=O)C2C3C=CC(C3)C2C1=O)c1ccncc1 (stereo unspecified)
36. Cc1c(C(=O)NCc2ccco2)sc(=O)n1Cc1ccc(S(C)(=O)=O)cc1
37. COc1ccc(-c2cc(-c3ccc(C)cc3)nc(SCc3nnc(-c4ccccc4)o3)c2C#N)cc1OC
38. CC[C@]12c3[nH]c4ccc(Cl)cc4c3CCN1C(=O)[C@@H](CC(=O)NCc1cccc(C(F)(F)F)c1)C[C@@H]2C(=O)N1CCN(C(=O)C2CC2)CC1
39. COC(=O)c1ccccc1NC(=O)CSc1nnc(C(C)NC(=O)c2ccc(Cl)cc2Cl)n1C (stereo unspecified)
40. Cc1cccc(-c2nnn(C/C(N)=N/O)n2)c1
Assay by compound	33	34	35	36	37	38	39	40
PDI turbidity	7	7	14	-5	8	16	1	9
NR2E3 ag-1	-2	-6	-23	-6	-4	-5	-6	19
HIF-2a inh	2	10	23	8	12	-3	20	-14
CaV13 ICDI inh	-16	-7	-5	2	-3	-4	-8	-5
Peg3 prom inh	3	12	10	4	38	52*	7	-6
iPSC survival up	-0.4	-0.5	-0.4	2.0	0.7	-0.1	6.0	2.7
Vif inh	5	-2	10	-1	4	.	-3	5
Exocytosis inh	1	0	-1	-1	1	7	0	-1
aDG glyco act	-0.3	0.0	0.0	-0.1	-0.4	-0.1	0.1	-0.6
NR2E3 ag-2	-1	1	-4	.	-1	.	-2	1
MITF TRPM1 inh	7	-3	0	.	-3	8	6	-14

Reformatted as a markdown table: part of the list above.
| item | smiles | PDI turbidity | NR2E3 ag-1 | HIF-2a inh | CaV13 ICDI inh | Peg3 prom inh | iPSC survival up | Vif inh | Exocytosis inh | aDG glyco act | NR2E3 ag-2 | MITF TRPM1 inh |
| --- | --- | --- | --- | --- | --- | --- | --- | --- | --- | --- | --- | --- |
| 25 | CCN1CCN(CCNC(=O)c2ccc(/C=C3\Sc4ccccc4N(Cc4ccccc4F)C3=O)cc2)CC1 | 0 | 48 | -3 | -8 | 109* | 0.6 | -2 | 72* | 0.2 | 1 | 5 |
| 26 | O=C(Nc1ccc(NC(=O)c2ccco2)cc1)c1ccco1 | 0 | -40 | -201 | . | -154 | 0.3 | -3 | -1 | -0.3 | 0 | -52 |
| 27 | C=CCN1C(=O)/C(=C/c2ccc(O)cc2)S/C1=N/c1nccs1 | 7 | -22 | -54 | -6 | -17 | 0.6 | -2 | -6 | -0.5 | -3 | 8 |

The listing continues.
41. COc1cc(/C=C2\SC(=S)N(NS(=O)(=O)c3ccccc3)C2=O)ccc1O
42. O=C(Nc1ccc(Br)cc1)C1CCCN1S(=O)(=O)c1cccs1 (stereo unspecified)
43. CCC(=O)N1CCc2cc(S(=O)(=O)N3CCCCCC3)ccc21
44. COc1ccc(NC(=O)COC(=O)Cn2cnc3ccccc3c2=O)c(OC)c1
45. COc1ccc(NC(=O)CN2CCN(C(=O)C3CCCO3)CC2)c(OC)c1 (stereo unspecified)
46. CC(=O)Nc1ccc(C2C(=O)c3ccccc3C2=O)cc1
47. Cc1occc1C(=O)NNC(=S)NC(=O)COc1ccc(Cl)cc1Cl
48. CCC(C)(C)NCC(=O)Nc1ccc(OC(F)(F)F)cc1
49. CC(C)c1nc(SCC(=O)NC2CCCCC2)c2ccccc2n1
50. COc1ccc(/C=C/C(=O)Oc2ccc(/C=N\NC(=O)c3ccc(F)cc3)cc2)cc1
51. Cc1ccc(-n2cccn2)c([C@@H]2C[C@H]3CN(C)C(=O)[C@]34CCCN24)c1
Assay by compound	41	42	43	44	45	46	47	48	49	50	51
PDI turbidity	41*	3	-9	-1	5	-1	16	5	-4	-3	-1
NR2E3 ag-1	8	-26	3	4	-7	-26	-78	-22	22	3	-13
HIF-2a inh	13	3	2	0	16	-131	-82	-37	12	1	7
CaV13 ICDI inh	-6	0	-3	-2	-5	-20	.	-4	-4	-3	10
Peg3 prom inh	13	8	4	0	-8	-53	-3	-9	1	-12	-1
iPSC survival up	-0.1	-2.5	0.2	0.1	0.7	-0.5	-0.3	-1.2	-0.1	-0.7	0.0
Vif inh	2	-19	25	-3	2	3	-4	.	-14	2	-3
Exocytosis inh	0	0	-16	0	5	-11	0	0	42	2	-2
aDG glyco act	-0.1	0.1	-0.1	-0.2	-0.1	0.1	-0.2	0.4	0.2	0.0	0.3
NR2E3 ag-2	-9	1	0	-2	-2	-3	-1	-1	0	-1	0
MITF TRPM1 inh	4	3	-1	6	4	-5	-6	-22	2	-9	6
